# Screening results (PubChem)
# aSyn UTR inh: MLPCN primary screen, SNCA 5' untranslated region. alpha-synuclein 5'UTR reporter, inhibitor activity. inhibition, % (tested at 7.5 µM). hit rate 0.82% among 300,000. AID 1813; in the data active = inhibition above about 60%; inconclusive = no clear call, values can overlap the other calls;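 note: H4 neuroglioblastoma cells stably carrying SNCA 5'UTR luciferase fusion; 0% = DMSO wells and 100% = positive control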
# IEC-6 cytotox: counter-screen for KLF5 inhibitors: cytotoxicity in IEC-6 cells | IEC-6 cytotoxicity, luminescence viability | inhibition, % at 5 µM | hit rate 0.78% among 290,000 | AID 1825; in the data active = inhibition above about 22%;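 note: 0% = plate median of test compound wells and 100% = cytotoxic reference compound wells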
# HDAC3 inh: human HDAC3 inhibition | O15379 | recombinant HDAC3, fluorogenic peptide/trypsin coupled, fluorescence | inhibition, % at 8.3 µM | hit rate 0.15% among 320,000; in the data active = inhibition above about 26%, passing the limit was not always enough; inconclusive = no clear call, values can overlap the other calls
# Target sequence (O15379 whole entry, looked up): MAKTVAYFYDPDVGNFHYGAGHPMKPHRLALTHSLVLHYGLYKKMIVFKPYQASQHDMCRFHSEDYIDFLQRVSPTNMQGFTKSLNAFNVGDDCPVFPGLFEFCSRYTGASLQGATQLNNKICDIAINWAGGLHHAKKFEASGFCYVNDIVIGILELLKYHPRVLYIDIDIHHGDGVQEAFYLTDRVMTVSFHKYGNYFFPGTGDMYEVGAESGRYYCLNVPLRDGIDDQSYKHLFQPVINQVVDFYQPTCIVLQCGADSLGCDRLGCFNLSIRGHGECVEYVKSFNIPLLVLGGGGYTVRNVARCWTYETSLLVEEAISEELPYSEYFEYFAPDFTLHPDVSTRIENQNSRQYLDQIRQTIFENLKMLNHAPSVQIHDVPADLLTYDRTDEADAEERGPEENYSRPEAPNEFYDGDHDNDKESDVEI
# HIF activator: HIF pathway transcriptional activation; activation, % at 7.5 µM (by protocol); AID 1910; U2OS HRE-luciferase reporter, luminescence; normalized: DMSO 0%, desferrioxamine 100%; hit rate 0.32% among 300,000;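 active = mean activation of at least 10% of the iron chelator positive control signal, with at least half of replicates also reaching 10%; inconclusive = mean and replicate majority disagree about reaching 10%; inactive = mean and most replicates under 10%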
# HSP90 inh: inhibitors of HSP90 luciferase refolding in rabbit reticulocyte lysate. luciferase refolding luminescence, 3 h. inhibition, % at 5.6 µM. hit rate 0.91% among 290,000. AID 1789;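 active = inhibition above the screen-wide mean plus 3 SD, computed separately per campaign, cut at about 16% in these data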;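 note: 0% = DMSO wells and 100% = 60 µM geldanamycin wells; inhibitors lower the luminescence because luciferase stays unfolded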
# Platelet DG rel: modulates dense granule release in human platelets. human platelet-rich plasma, SFLLRN dense granule ATP release, luminescence. inhibition, %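 (compounds screened at 7.5 µM in platelet-rich plasma)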. hit rate 0.22% among 300,000. AID 1663;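 active = mean replicate score, as percent of positive control, at or above 50; inconclusive = mean below 50 but at least one replicate at or above 50; inactive = mean and every replicate below 50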
# KLF5 inh: kruppel-like factor 5 inhibition | DLD-1 KLF5 promoter-luciferase reporter, luminescence | inhibition, % at 5 µM | hit rate 0.23% among 290,000 | AID 1700;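 active = inhibition above a per-plate limit of that plate's mean compound inhibition plus 3 SD, cut at about 60% in these data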;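 note: 0% = DMSO wells and 100% = LY294002 at 200 µM; higher means less KLF5 promoter-driven luciferase light; inactives centre near -14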
# AI-2 QS mod: modulates the Vibrio harveyi AI-2 quorum sensing system. Vibrio harveyi JMH597 AI-2 luminescence/OD600 ratio, 9 h; hits give low values; strain lacks LuxN and CqsS sensors; 0 = neutral-control median. activity change, % at 7.5 µM. hit rate 0.4% among 300,000. AID 2094; in the data active = activity change below about -75%, passing the limit was not always enough; inconclusive = no clear call, values can overlap the other calls;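 note: luminescence divided by OD600 gain over 9 h not by final OD600 alone; inactives centre near 13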
# HSF1 inhib: HSF1 inhibition. NIH3T3-HGL HSE-luciferase, MG132-induced, luminescence 8 h; hits give low values. activity change, negative = inhibition, % at 7.5 µM (by protocol). hit rate 0.77% among 300,000;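 active = more than half of replicate wells show activity change below -50%, luminescence cut by over half; inconclusive = some wells, but at most half, below -50%; inactive = no replicate well below -50%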;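 note: luciferase reports HSF-1 transcriptional activity via heat shock element; 0% = median of DMSO wells and -100% = zero luminescence signal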
# HSF-1 act: increases HSF-1 driven luciferase reporter signal | NIH3T3-HGL HSF-1 luciferase reporter, MG132, 8 h; 100% = twice DMSO control signal | activation, % at 9 µM | hit rate 1.7% among 300,000;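 active = mean replicate activation of at least 50% with a set share of replicates each reaching 50%; inconclusive = only one of those two conditions met; inactive = mean below 50% and too few replicates reaching it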;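 note: 0% = median of the neutral control wells and 100% = twice that signal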
# Active calls of the source: *; ? = inconclusive; . = not tested or not shown. No enrichment for hits; 5% or so of the library scored in one or more.
# Preview (two entries):
1	CCOc1ccc(C2NC(=S)NC3=C2CCc2ccccc23)cc1 (centres undefined)
2	COc1ccccc1-c1ccc(NC2CCCCC2)nn1

screen / no.,1,2
aSyn UTR inh,-28,-140
IEC-6 cytotox,0,4
HDAC3 inh,2,5
HIF activator,2.0,3.4
HSP90 inh,24*,0
Platelet DG rel,2,-3
KLF5 inh,-36,-40
AI-2 QS mod,9,27
HSF1 inhib,-1,14
HSF-1 act,-21,25

# Main list (from the top)
1	CCOc1ccc(C2NC(=S)NC3=C2CCc2ccccc23)cc1 (centres undefined)
2	COc1ccccc1-c1ccc(NC2CCCCC2)nn1
3	CC(C)N(C(=O)CSc1nnc(CNc2ccc(F)cc2)o1)C(C)C
4	Clc1ccc(-c2nc3cc(CN4CCCCC4)ccc3o2)cc1
5	CCCC(=O)Nc1nn(CC)c2nc3ccc(C)cc3cc12
6	CC(C)CC(=O)c1c[nH]c(C(=O)NCCCn2ccnc2)c1
7	O=c1oc(-c2ccccc2NS(=O)(=O)c2ccc3ccccc3c2)nc2ccccc12
8	O=C(Nc1nnc(Cc2ccccc2)s1)C1CCC1

screen / no.,1,2,3,4,5,6,7,8
aSyn UTR inh,-28,-140,3,-206,5,-18,-6,-10
IEC-6 cytotox,0,4,6,3,-2,-2,0,-8
HDAC3 inh,2,5,0,-6,-4,-2,-5,-10
HIF activator,2.0,3.4,-0.5,7.1,0.7,-0.1,-0.1,0.8
HSP90 inh,24*,0,0,-4,0,0,0,4
Platelet DG rel,2,-3,-1,4,1,0,-7,-3
KLF5 inh,-36,-40,1,-137,-64,8,21,-8
AI-2 QS mod,9,27,2,29,21,51,45,39
HSF1 inhib,-1,14,-4,8,-8,6,-14,4
HSF-1 act,-21,25,-6,8,-8,-11,14,-11

9	CCN(CC)c1nc(-c2ccccc2)nc2c1sc(=S)n2CC
10	Cc1cc2ccccc2c(=O)n1CC(=O)NCCC1=CCCCC1
11	O=C(COC(=O)c1ccc(Cl)nc1)Nc1ccc(S(=O)(=O)N2CCCC2)cc1
12	O=[N+]([O-])c1cccc(S(=O)(=O)c2ccc(NCCO)c([N+](=O)[O-])c2)c1
13	CNC(=O)[C@@H]1C[C@H]1[C@@H](NC(=O)CNC(=O)OCc1ccccc1)c1ccccc1
14	COc1cc(OC)cc(C(=O)NNC(=O)c2ccccc2Br)c1
15	CCCCN(C(=S)SC)C1CCS(=O)(=O)C1 (centres undefined)
16	O=[N+]([O-])c1cc(Cl)ccc1N1CCCC1

screen / no.,9,10,11,12,13,14,15,16
aSyn UTR inh,8,-1,1,26,16,-6,-4,15
IEC-6 cytotox,6,-3,-2,-6,.,2,-4,-8
HDAC3 inh,-2,-1,1,-3,7,.,-4,3
HIF activator,-0.3,0.2,-0.2,0.2,-0.3,0.3,-0.2,0.1
HSP90 inh,2,0,-4,0,.,5,8,0
Platelet DG rel,3,-11,2,2,4,-9,-26,0
KLF5 inh,9,-35,7,-7,.,3,-12,-33
AI-2 QS mod,34,23,?,22,8,20,14,-8
HSF1 inhib,-3,17,-9,-1,-1,-10,2,-6
HSF-1 act,-10,2,10,10,-13,10,-3,10

17	CCOc1ccc(-c2cc(C(=O)NN)[nH]n2)cc1
18	O=C(c1cc([N+](=O)[O-])ccc1N1CCOCC1)N1CCCC1
19	CC(C)C(OC(=O)c1ccccc1)c1nccc2ccccc12 (centres undefined)
20	CCNC(=S)N1CCN(c2nc(CC)nc3sc4c(c23)CCCC4)CC1
21	Cc1cc(OC(=O)c2c(F)cc(F)cc2F)nc(C)n1
22	CC(=O)C1CCCN(C(=O)c2ccc3nc(Cc4cccc(Cl)c4)oc3c2)C1 (centres undefined)
23	Cn1c(CC(=O)NC(C)(C)CO)c(Sc2ccccc2)c2ccccc21
24	O=S(=O)(Nc1cccc(-c2cn3ccsc3n2)c1)c1ccc(F)cc1

screen / no.,17,18,19,20,21,22,23,24
aSyn UTR inh,-69,1,-116,1,10,-7,-8,-17
IEC-6 cytotox,-1,-1,5,-2,-1,4,14,-1
HDAC3 inh,-4,1,6,6,6,.,2,-3
HIF activator,1.3,0.8,2.8,-0.6,-0.1,-0.2,-28,0.0
HSP90 inh,3,3,-6,0,3,4,-1,-5
Platelet DG rel,13,2,-13,4,2,-5,-21,2
KLF5 inh,-86,-8,-16,-24,-13,-19,2,12
AI-2 QS mod,4,18,7,12,10,-2,25,13
HSF1 inhib,28,-8,30,7,-9,-3,7,5
HSF-1 act,42,1,38,10,-9,-8,24,15

25	Cn1cc(S(=O)(=O)N2CCOCC2)cc1C(=O)NCc1ccccc1Cl
26	O=C(Cc1ccc(Br)cc1)N/N=C/c1ccc(-c2cccc(C(=O)O)c2)o1
27	NS(=O)(=O)c1cccc(NC(=O)c2cc3ccccc3o2)c1
28	CCOC(=O)C1CCN(C(=O)COc2cccc3ccccc23)CC1
29	CCOC(=O)c1c(-c2ccc(OC)cc2)csc1NC(=O)CNCc1ccco1
30	CC(C)CCNc1nc2c(c(=O)n(Cc3cccc(F)c3)c(=O)n2C)n1C
31	CN(C)C(=O)COc1ncnc2scc(-c3ccc(F)cc3)c12
32	O=C1CCCN1C(=O)COc1ccccc1[N+](=O)[O-]

screen / no.,25,26,27,28,29,30,31,32
aSyn UTR inh,23,5,-71,-12,12,28,-9,10
IEC-6 cytotox,0,-2,6,4,6,-3,-5,.
HDAC3 inh,8,5,-4,3,4,10,-3,-1
HIF activator,-0.5,.,0.9,1.2,-0.2,-0.3,-0.1,0.0
HSP90 inh,1,2,0,-1,2,-4,-1,.
Platelet DG rel,4,-3,3,11,-3,1,-3,3
KLF5 inh,7,-75,-23,-22,-19,-28,-26,.
AI-2 QS mod,7,16,2,-6,26,29,.,19
HSF1 inhib,-4,.,-5,20,4,9,-5,-4
HSF-1 act,5,.,-3,39,7,20,-11,-7

33	CCc1c(C)sc(NC(=S)N2CC(C)OC(C)C2)c1C(=O)OC (centres undefined)
34	N#CN(Cc1ccccc1)Cc1ccccc1
35	CCOC(=O)c1ccc(NC(=O)CN2C(=O)NC3(CCCCCC3)C2=O)cc1
36	FC(F)(F)c1cc(Oc2ccc(Cl)cc2)nc(-c2ccccn2)n1
37	O=c1ccc(Cl)n[nH]1
38	CCC(=O)NCCNC(=O)c1c(SC)nsc1SC
39	O=C(CSc1nnc(NC(=O)C2CC2)s1)Nc1ccccc1Cl
40	O=C(Cc1cccs1)N=Nc1c(O)[nH]c2ccc(Br)cc12

screen / no.,33,34,35,36,37,38,39,40
aSyn UTR inh,.,3,-13,9,12,8,11,4
IEC-6 cytotox,1,-3,5,1,1,4,1,-9
HDAC3 inh,6,0,-8,0,-1,-2,2,7
HIF activator,.,1.9,-0.3,-0.2,-0.3,-0.1,-0.6,.
HSP90 inh,-2,1,2,-3,4,3,5,0
Platelet DG rel,2,7,26,-1,10,2,-3,-2
KLF5 inh,-31,-16,7,11,-18,-22,-13,0
AI-2 QS mod,3,2,12,26,9,43,20,5
HSF1 inhib,.,0,-6,-1,-2,.,-1,.
HSF-1 act,.,-6,1,-1,-3,.,0,.

41	COc1ccc(OC)c(/C=C2\SC(=S)N(Cc3cccnc3)C2=O)c1
42	Clc1cccc(Cl)c1OCCCCN1CCCCC1
43	COC(=O)[C@H](C)NC(=O)Nc1ccc(OC)cc1OC
44	O=C(Nc1nc2cc3c(cc2s1)OCCO3)c1ccco1
45	CCCn1nnc(NC(=O)c2ccc3ccccc3c2)n1
46	O=C(CN1C(=O)NC2(CCCC2)C1=O)N1CCN(Cc2ccccc2)CC1
47	Cn1nnc2cc(C(=O)NC3CCCCC3)ccc21
48	O=C(Nc1ccc2c(c1)OCCO2)C1CCN(C(=O)c2ccc(Cl)cc2)CC1

screen / no.,41,42,43,44,45,46,47,48
aSyn UTR inh,-62,4,-7,66*,-185,-10,-38,19
IEC-6 cytotox,1,2,0,23*,3,.,0,4
HDAC3 inh,-1,-18,-5,3,3,-3,4,2
HIF activator,-0.8,-2.5,0.1,-3.5,3.9,0.4,1.1,0.6
HSP90 inh,1,-5,1,78*,1,.,1,2
Platelet DG rel,6,8,3,15,0,0,-1,2
KLF5 inh,-9,-41,4,86*,-150,.,-54,-11
AI-2 QS mod,17,12,16,26,7,20,21,95
HSF1 inhib,4,-7,-9,-55*,-6,-3,-1,-12
HSF-1 act,-14,-7,0,-61,1,-1,-2,-6

# Arranged by the number under KLF5 inh (lowest first): three of the compounds above.
nr	structure	KLF5 inh
45	CCCn1nnc(NC(=O)c2ccc3ccccc3c2)n1	-150
42	Clc1cccc(Cl)c1OCCCCN1CCCCC1	-41
48	O=C(Nc1ccc2c(c1)OCCO2)C1CCN(C(=O)c2ccc(Cl)cc2)CC1	-11

# The listing continues.
49	COc1cc([N+](=O)[O-])ccc1NC(=O)CN1CCc2cc(OC)c(OC)cc2C1
50	CC(CCc1ccccc1)NC(=O)C(Cc1ccccc1)NC(N)=O (centres undefined)
51	O=C(Cc1cccs1)NCc1cccc(Br)c1
52	S=C(c1cn(CCOc2cccc3ccccc23)c2ccccc12)N1CCCC1
53	COc1ccc(C(=O)N2CCN(c3ccc(NC(=O)c4cccs4)cc3)CC2)cc1
54	CCC(=O)N1CCc2cc(S(=O)(=O)N3CCc4ccccc4C3)ccc21
55	COc1cc(/C=N\NC(=O)CNC(=O)C(c2ccccc2)c2ccccc2)ccc1O
56	CCc1ccccc1OCC(=O)OCC(=O)c1c(N)n(C)c(=O)n(C)c1=O

screen / no.,49,50,51,52,53,54,55,56
aSyn UTR inh,13,12,-112,21,11,28,-6,5
IEC-6 cytotox,2,-2,-1,3,-1,0,2,9
HDAC3 inh,8,-1,-7,10,-4,4,.,-4
HIF activator,-0.1,-1.4,1.6,-0.3,-9.7,-0.1,-0.4,-0.6
HSP90 inh,5,1,-5,3,-2,0,3,-2
Platelet DG rel,14,9,3,-13,4,.,6,-1
KLF5 inh,-18,15,-105,-1,-2,-30,-24,24
AI-2 QS mod,12,9,17,1,23,5,14,34
HSF1 inhib,12,-3,9,4,-17,0,-3,1
HSF-1 act,34,-7,23,17,-17,22,-8,6

57	CCOC(=O)C1(CCOc2ccccc2)CCN(Cc2cc(OC)c(O)cc2Cl)CC1
58	COc1ccc2cc(C(c3nnnn3C(C)(C)C)N3CCSCC3)c(=O)[nH]c2c1 (centres undefined)
59	CC1CCCN(CC(O)COCc2ccc3c(c2)OCO3)C1 (centres undefined)
60	COc1ccccc1-c1csc(NC(=O)c2ccc(N3C(=O)CCC3=O)cc2)n1
61	O=C(COC(=O)c1ccc(-c2ccc([N+](=O)[O-])cc2)o1)NC(=O)NC1CCCCC1
62	CCOc1ccc(N2CC(=O)SC2=S)cc1
63	COc1cccc(Cn2nc3c4cc(F)ccc4n(Cc4ccc(F)cc4)cc-3c2=O)c1

screen / no.,57,58,59,60,61,62,63
aSyn UTR inh,-25,30,-10,11,2,14,8
IEC-6 cytotox,-8,-2,-8,4,-5,0,-3
HDAC3 inh,2,4,1,-2,7,16,2
HIF activator,-10.0,-0.1,-0.3,0.2,0.3,.,0.3
HSP90 inh,-5,0,-2,-2,0,-2,-4
Platelet DG rel,2,-1,6,1,-3,-3,.
KLF5 inh,-26,-18,2,6,-10,-45,-41
AI-2 QS mod,23,9,8,7,9,17,6
HSF1 inhib,2,1,-4,-5,1,-3,-1
HSF-1 act,3,-1,3,-14,18,4,16
